Runt-CBFb FRET: inhibitors of human RUNX1 Runt domain binding to CBFb | actives 0.46% (n = 220,000) | Cerulean-Runt/Venus-CBFb FRET ratio 530/480, 1 h | AID 1496 | inhibition, % at 20 µM | Q01196+Q13951;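 active means inhibition over about 50% at 20 µM in the single-dose screen, limit read from the data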;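 further: 0% = DMSO wells and 100% = excess unlabeled CBFb competitor control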
Target sequence (Q01196 whole entry, looked up, the tested form may be a part): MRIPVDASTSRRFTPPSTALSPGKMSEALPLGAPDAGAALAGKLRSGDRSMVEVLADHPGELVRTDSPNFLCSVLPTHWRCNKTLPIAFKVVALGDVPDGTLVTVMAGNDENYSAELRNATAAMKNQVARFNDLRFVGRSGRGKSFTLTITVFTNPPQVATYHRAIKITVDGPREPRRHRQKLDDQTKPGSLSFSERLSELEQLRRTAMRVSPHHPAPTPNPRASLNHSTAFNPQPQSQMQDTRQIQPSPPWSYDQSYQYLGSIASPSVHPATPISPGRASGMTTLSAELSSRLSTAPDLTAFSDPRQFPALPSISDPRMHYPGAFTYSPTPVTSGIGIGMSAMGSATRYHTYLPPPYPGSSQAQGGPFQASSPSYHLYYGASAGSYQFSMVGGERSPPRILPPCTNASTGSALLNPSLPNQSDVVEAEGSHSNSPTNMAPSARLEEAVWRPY
Target sequence (Q13951 whole entry, looked up, the tested form may be a part): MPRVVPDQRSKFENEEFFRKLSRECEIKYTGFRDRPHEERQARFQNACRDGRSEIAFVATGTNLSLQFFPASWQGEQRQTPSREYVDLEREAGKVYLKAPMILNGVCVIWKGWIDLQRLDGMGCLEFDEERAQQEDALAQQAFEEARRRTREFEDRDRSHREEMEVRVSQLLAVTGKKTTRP
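test system = Cerulean-Runt domain fusion protein, energy donor | probe or stimulus = Venus-CBFb binding partner, 100 nM | incubation = two 1 h room-temperature incubations shielded from light | detection = fluorescence energy transfer, 422 nm excitation, 530/480 nm emission | measure = loss of energy transfer signal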
PGE2 EP2 inh: blocks the human prostaglandin E2 receptor EP2. P43116. C6 glioma cells expressing human EP2, cAMP TR-FRET; cells stimulated with saturating PGE2. inhibition, % at 25 µM. actives 0.52% (n = 260,000). AID 1422;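 active means percent inhibition above 40 after rounding to a whole number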;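 further: rat C6 glioma host cells with rolipram phosphodiesterase inhibitor present; the protocol text gives 20 µM as final concentration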
Target sequence (P43116 whole entry, looked up): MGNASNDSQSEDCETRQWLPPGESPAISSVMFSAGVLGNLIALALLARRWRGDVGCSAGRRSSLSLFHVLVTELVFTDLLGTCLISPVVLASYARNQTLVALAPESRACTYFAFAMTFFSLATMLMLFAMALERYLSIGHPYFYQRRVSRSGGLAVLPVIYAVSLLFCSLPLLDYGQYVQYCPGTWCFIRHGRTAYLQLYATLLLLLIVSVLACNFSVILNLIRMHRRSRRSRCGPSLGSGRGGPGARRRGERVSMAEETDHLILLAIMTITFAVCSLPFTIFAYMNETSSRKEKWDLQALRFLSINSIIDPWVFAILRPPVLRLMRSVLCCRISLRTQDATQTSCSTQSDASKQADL
PERK inh: human PERK inhibition, primary cell-based screen. Q9NZJ5. CHO PERK-DD fusion, SEAP luminescence translation reporter. inhibition, % at 5.6 µM. actives 0.17% (n = 220,000);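 active means inhibition above the mean inhibition of all tested compounds plus 3 SD, set separately per screening campaign, cut at about 2.9% in these data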;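 further: PERK kinase domain activated by AP20187 dimerizer at 100 nM; 0% = DMSO with dimerizer and 100% = rapamycin at 8.4 µM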
zVAD death inh: blocks zVAD induced death of L929 cells; L929 zVAD necroptosis rescue, ATP luminescence, 24 h; with zVAD 60 µM; viability rescue, % at 10 µM; actives 0.38% (n = 220,000);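 active means activation, scaled between plate controls, above about 75%, limit read from the data; inactive means activation under that limit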;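 further: 0% = zVAD with DMSO and 100% = DMSO alone without zVAD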
EP2 mod: modulators of human EP2 prostaglandin E2 receptor; EP2-expressing cells, cAMP HTRF FRET, PGE2 co-stimulation; AID 940; induction, % at 25 µM; actives 0.83% (n = 260,000); P43116;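 active means compounds whose cAMP rise, as percent of the full-agonist control response, exceeds 60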;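 further: rat C6 glioma line stably carrying human EP2 under a CMV promoter; the protocol text gives 20 µM as final concentration; 100% = response of wells given 1 µM PGE2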
RBBP9 inh: inhibitors of human serine hydrolase RBBP9. recombinant RBBP9, FP-Rh probe fluorescence polarization. inhibition, % at 7.94 µM. actives 0.2% (n = 220,000). AID 1515;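 active means inhibition above the campaign mean of all tested compounds plus 3 SD, cut at about 14% in these data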;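 further: plate controls were DMSO wells with RBBP9 for no effect and wells lacking RBBP9 protein for full effect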
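Measured by – fluorescence polarization · Test system – RBBP9 protein · Input – 2.5 µM RBBP9 dispensing solution, before mixing · Measure – percent inhibition from mP, scaled between DMSO and no-protein wells · Benchmarks – DMSO-treated enzyme wells and wells lacking RBBP9 · Times – preincubation 30 min plus labeling 45 min at 25 °C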
TNF death inh: inhibitors of TNF-alpha induced necroptosis in Jurkat FADD-/- cells | Jurkat FADD-/- TNF necroptosis rescue, ATP luminescence, 24 h; 0 = TNF only, 100 = no-TNF cells | activation (protection from cell death), % at 10 µM | actives 0.068% (n = 220,000);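 active means activation, meaning protection from cell death, of at least 50% relative to plate controls; inactive means activation below 50%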;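 further: necroptosis triggered by 40 ng/mL TNF-alpha added together with compound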
Runt-SMMHC FRET: inhibitors of human RUNX1 Runt domain binding to CBFb-SMMHC | Cerulean-Runt/Venus-CBFb-SMMHC FRET ratio 530/480, 1 h | inhibition, % at 20 µM | actives 0.74% (n = 220,000);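 active means mean inhibition across duplicate retests at 20 µM reaching about 50%, limit read from the data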;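 further: 0% = DMSO wells and 100% = wells with excess untagged CBFb-SMMHC; inhibitors lower the FRET ratio by blocking Runt binding to CBFb-SMMHC; some results filed as inactive read as strong as hits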
Hck-Nef inh: human Hck-Nef kinase inhibition; P08631; Recombinant Hck-YEEI plus Nef, Z-Lyte FRET kinase assay; inhibition, % at 20 µM; actives 0.68% (n = 220,000); AID 463187;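 active means Hck-Nef kinase inhibition above about 50%, limit read from the data; inactive means inhibition below that limit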;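 further: 0% = DMSO with Hck plus Nef and 100% = Hck alone without Nef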
* marks the source's active call; other numbers are inactive results; · = not tested or not shown; & = joins results of further samples.

SMILES	Runt-CBFb FRET	PGE2 EP2 inh	PERK inh	zVAD death inh	EP2 mod	RBBP9 inh	TNF death inh	Runt-SMMHC FRET	Hck-Nef inh
O=C(NCC1CCCO1)c1cc(S(=O)(=O)N2CCCC2)c(Cl)cc1Cl (stereo unspecified)	0	6	-0.9	3.6	2	-6	1.2	-1	11
CC1=Nc2cc(C(=O)NCC3CCCO3)ccc2Sc2ccc(Br)cc21 (stereo unspecified)	1	7	-2.1	0.3	8	-8	-8.9	-2	20
Cc1ccc2cc(CCl)c(Cl)nc2c1	0	8	-0.2	-0.9	12	-8	-23	1	27
Cc1ccc(S(=O)(=O)N(C)CC(=O)OCC(=O)N2CC(=O)Nc3ccccc32)cc1	0	6	2.5	-0.3	-36	-4	1.3	3	20
C[C@@H]1CCC[C@@]2(O[C@H](CCO)C[C@@H](O)[C@@H]2O)O1	-1	8	0.3	3.6	45	-10	1.7	1	-2
O=C(CCc1nc2ccccc2[nH]c1=O)N/N=C/c1ccccc1	1	3	1.1	0.8	-52	1	-0.4	0	21
O=c1[nH]cnc2c1N1CCC2CC1	-1	5	-0.3	0.2	0	-2	0.7	-2	0
O=C(CS(=O)(=O)c1ccccc1)Nc1ccc(S(=O)(=O)Nc2ccccn2)cc1	2	5	0.6	4.5	36	-2	0.7	3	15
Cc1ccc(C(c2nnnn2Cc2ccccc2)N2CCN(Cc3ccccc3)CC2)cc1 (stereo unspecified)	-4	9	-1.2	0.5	24	-6	0.6	4	0
CC(C)CCOCC(=O)Oc1ccccc1C(=O)O	0	8	0.9	1.4	37	-6	0.9	1	3
O=C(N/N=C/c1c[nH]c2ccccc12)c1cccs1	0	6	0.8	2.6	-41	8	-5.8	1	19
Cc1cc(-c2csc(N)n2)c(C)n1C	5	13	0.8	0.8	-17	-2	-2.6	-6	2
COc1cc(O)c(CCC(=O)c2cc(OC)c(OC)c(OC)c2)c(OC)c1	-2	3	0.3	1.1	-57	2	0.4	-1	3
Cc1cccn2c(=O)c(/C=C(\C#N)S(=O)(=O)c3ccccc3)c(N3CCN(C)CC3)nc12	-34	13	0.1	-0.2	-9	-7	0.0	-22	2
O=C(CSc1nnc(-c2ccc(F)cc2)c2ccccc12)Nc1c(F)cccc1F	-2	9	-0.9	·	40	-3	-1.0	0	4
CC(C)c1nc(SCC(=O)N2c3ccccc3CC2C)c2ccccc2n1 (stereo unspecified)	-3	·	-0.6	0.3	27	-8	-5.4	4	1
NC(=NCCc1c[nH]c2ccccc12)NS(=O)(=O)c1cc(F)ccc1F	-3	1	0.2	0.5	-44	-5	0.5	3	-2
CCOC(=O)Cc1csc(NC(=O)c2ccoc2C)n1	-1	6	-0.5	1.2	-5	-5	4.5	3	-1
COc1ccc(NC(=S)NC(C)C(c2ccccc2)N2CCOCC2)cc1 (stereo unspecified)	-1	7	0.3	-0.3	-9	-6	-0.4	4	20
Cc1onc(-c2ccccc2Cl)c1C(=O)Nc1sc2c(c1C#N)CCC2	4	7	-0.3	-0.3	6	-4	-0.8	8	5
Cc1ccc2cc(CCNC(=O)c3cccc([N+](=O)[O-])c3)c(=O)[nH]c2c1	1	4	2.3	0.7	-6	2	2.1	0	8
Cc1c(C)c2ccc(OC3CCCCC3=O)cc2oc1=O (stereo unspecified)	1	·	-0.7	1.2	14	-3	0.5	-1	-3
COc1ccc(NC(=O)C23CC4CC(C2)CC(n2cnc(Br)n2)(C4)C3)cc1OC	1	4	0.8	0.5	-6	-5	-1.1	2	1
O=C(Nc1ncc(Cc2ccccc2Cl)s1)C1CCCO1 (stereo unspecified)	0	21	-0.4	0.3	0	4	18	2	3
C1=C(c2ccccc2)Nc2nnnn2C1	1	9	-0.8	1.4	31	0	3.2	-4	0
CC(=O)Nc1ccc(N(C(=O)Cn2nnc3ccccc32)C(C(=O)NC2CCCC2)c2ccc(O)c(O)c2)cc1 (stereo unspecified)	23	4	1.2	5.4	12	-11	0.5	6	1
O=C1c2cccc3cccc(c23)C(=O)N1CCN1CCN(C(=S)Nc2ccc(Cl)cc2)CC1	-1	6	0.1	1.1	-4	-2	1.5	-4	8
CCOC(=O)N1CCC(N2C(=O)c3ccc(C(=O)NCc4ccco4)cc3C2=O)CC1	0	6	-0.2	-0.1	22	0	-0.4	1	19
O=C(CCC1CCCC1)Nc1ccon1	2	10	1.6	-0.2	22	-9	0.6	-1	1
Cc1cc(=O)[nH]c(N/N=C/c2ccc(N(C)C)cc2)n1	4	15	0.6	42	-18	0	0.7	1	26
CCCC(C)NC(=O)CSc1nnc2ccccn12 (stereo unspecified)	0	0	0.4	-0.6	-19	-1	1.1	4	15
CC(=O)c1ccc(N2CCN(C(=O)c3cc4c(s3)CCCC4)CC2)cc1	0	18	0.7	0.1	-35	-1	-3.0	-4	7
COCCN(CC(=O)NC1CCCCC1)C(=O)c1csnn1	·	5	1.1	-0.1	24	-8	-2.2	-6	-1
O=S(=O)(c1c(F)cccc1F)N1CCN(C(=S)NCc2ccc3c(c2)OCO3)CC1	2	7	1.5	2.9	-18	-7	4.3	0	22
CCn1c2ccc(C)cc2c2nnc(SCCN3CCOCC3)nc21	21	-1	-1.9	3.4	-13	2	2.3	6	10
CCn1c(-c2ccc([N+](=O)[O-])cc2)n[nH]c1=S	4	6	0.6	-0.1	14	-6	-3.0	16	0
COc1ccc(N=C2SCC(=O)N2Cc2ccccc2)cc1	·	3	-0.7	1.4	24	-11	2.6	6	-12
O=C(CCCCl)NC(=S)Nc1cc(C(F)(F)F)ccc1N1CCOCC1	-3	2	-0.5	-0.2	-5	10	3.7	1	5
Cc1nc(CS(=O)(=O)c2ccc(Cl)cc2)cc(Sc2ccc(Cl)cc2)n1	-3	13	-0.2	1.4	-10	1	-4.3	5	-1
CC(=O)N1CCN(CCN=CC2=C(O)CC(c3ccco3)CC2=O)CC1 (stereo unspecified)	1	8	0.5	0.9	30	0	-0.4	-1	-9
O=C(CCSc1nc(-c2ccco2)cc(C(F)(F)F)n1)N1CCN(c2ccccn2)CC1	-7	15&17	-0.2	-0.1	-19&-90	0	-1.7	-3	-2
O=C(N/N=C/c1ccc(Sc2nc3ccccc3s2)c([N+](=O)[O-])c1)c1ccccn1	·	14	-0.3	-0.3	·	-5	-16	-3	0
Cc1cc(S(=O)(=O)NC2CCCCC2)c(C)s1	-1	2	0.4	0.9	-15	-5	-0.9	4	-1
COC(=O)c1ccccc1NC(=O)CSc1nc(O)c(-c2ccccc2)c(=O)[nH]1	2	9	1.8	0.2	17	-2	-1.0	4	9
C/C(=N/NC(=O)c1ccc(Cl)s1)c1ccc(NC(=O)COc2ccc(Cl)cc2)cc1	-3	14	0.3	-0.2	-4	6	-2.1	-10	36
COc1ccc(N2CCN(C(=O)c3cc(=O)[nH]c4ccccc34)CC2)cc1	-1	4	0.0	-0.6	-42	-8	-0.1	1	21
Cc1ccc(-n2nc(C)c(=O)c(-c3ccccc3)c2NC(=O)c2cccs2)cc1	-2	6	0.0	0.3	30	-8	2.1	2	20
Cc1nc(C(=O)NCCC(C)C)sc1C1(C)CC(c2ccccc2)=NO1 (stereo unspecified)	1	5	·	0.1	-9	·	5.0	-4	26
O=C(Nc1ccc(F)cc1)c1ccc(CSc2ccc(Cl)cc2)o1	2	21	1.5	0.4	-44	-12	-2.1	3	8
Cc1c(N/C=C/C(=O)C(F)(F)F)c(=O)n(-c2ccccc2)n1C	0	12	-0.4	2.2	7	7	1.1	2	23
CC12C(=O)N(NC(=O)c3ccncc3)C(=O)C1C1C=CC2C1 (stereo unspecified)	2	1	0.7	0.4	3	-1	-0.3	3	2
Cc1ccc(S(=O)(=O)N2CCN(C(=O)COC(=O)COc3ccccc3)CC2)cc1	-2	2	0.5	-0.1	6	-1	-2.5	-5	1
O=C(NC1CCCCCC1)C(=S)NC1CCCCC1	20	8	0.8	1.6	13	-4	-0.2	5	22
CC(NC(=O)c1ccc(S(=O)(=O)N(C)C)cc1)c1ccccc1 (stereo unspecified)	1	10	0.2	0.4	-8	-6	1.5	0	0
O=C(CN1CCN(Cc2ccccc2Cl)C1=O)NC1CCCCCC1	-3	12	-0.2	0.6	-19	5	0.1	2	-2
COc1cc(OC)cc(C(=O)N[C@H](C(=O)OCC(=O)NC(=O)NC(C)(C)C)C(C)C)c1	-3	6	0.6	2.4	34	-5	3.2	-2	-18
COc1ccc(NS(=O)(=O)c2cccc(Cl)c2Cl)cc1S(=O)(=O)N1CCCCC1	0	8	-0.7	0.7	20	-7	-0.2	0	-1
O=C1CC(c2ccc(S(=O)(=O)N3CCN(c4ccccc4)CC3)cc2)CN1 (stereo unspecified)	3	13	1.0	0.5	-11	-2	-0.7	-2	5
O=S(=O)(c1cc(Cl)cc(Cl)c1)N1CCCC1c1nc2ccccc2s1 (stereo unspecified)	-2	5	-0.4	0.4	42	-8	-2.3	3	0
COC(=O)CN(C#N)c1nc(NC(C)C)nc(NC(C)C)n1	1	6	0.8	3.4	5	-8	1.0	0	16

Further structures follow:
SMILES	Runt-CBFb FRET	PGE2 EP2 inh	PERK inh	zVAD death inh	EP2 mod	RBBP9 inh	TNF death inh	Runt-SMMHC FRET	Hck-Nef inh
COc1cccc(NC(=S)N(Cc2cccc(Br)c2)CC2CCC(C(=O)O)CC2)c1 (stereo unspecified)	-1	1	1.3	0.9	20	3	1.3	2	7
O=C(CCn1c(=O)oc2ccccc21)NCCC1=CCCCC1	0	7	0.1	1.5	13	-1	2.1	1	30
COc1ccc2c(c1)CCc1c(C(=O)NCc3ccco3)noc1-2	-1	4	0.5	11	-13	-7	2.7	-1	-9
O=c1cc(N2CCc3ccccc3C2)[nH]c(=O)n1-c1ccc(Cl)cc1	4	8	0.3	0.1	0	0	-0.3	0	-20
O=C(O)c1cnccn1	-1	13	1.8	0.3	22	-4	0.4	-3	-8
CCOCC(=O)Nc1ccc(F)c(F)c1	-1	11	1.5	0.3	15	-5	0.5	-4	3
CCOc1ccc(OCC)c(NC(=O)CN(C)S(=O)(=O)c2cccc3nsnc23)c1	-4	4	-1.1	2.3	-3	-1	-1.3	-8	-2
COc1cccc(OC)c1C(=O)NC(=S)Nc1ccc2oc(=O)ccc2c1	1	4	0.8	0.3	17	-6	3.9	0	0
CCC(=O)N1COC[C@@H]1Cc1ccccc1	2	11	2.4	-0.2	-7	-9	0.2	-1	3

Record cards, as listed above. Screens in order: Runt-CBFb FRET | PGE2 EP2 inh | PERK inh | zVAD death inh | EP2 mod | RBBP9 inh | TNF death inh | Runt-SMMHC FRET | Hck-Nef inh
`CCOc1ccc(OCC)c(NC(=O)CN(C)S(=O)(=O)c2cccc3nsnc23)c1` is entered as -4 | 4 | -1.1 | 2.3 | -3 | -1 | -1.3 | -8 | -2
`COc1cc(O)c(CCC(=O)c2cc(OC)c(OC)c(OC)c2)c(OC)c1` is entered as -2 | 3 | 0.3 | 1.1 | -57 | 2 | 0.4 | -1 | 3
`O=C(Nc1ccc(F)cc1)c1ccc(CSc2ccc(Cl)cc2)o1` is entered as 2 | 21 | 1.5 | 0.4 | -44 | -12 | -2.1 | 3 | 8

Screening data as filed in PubChem BioAssay.

An excerpt; rates above refer to the full screens.
